FLuc counter: qHTS profiling assay for firefly luciferase inhibitor/activator using purifed enzyme and Km concentrations of substrates (counterscreen for miR-21 project); Luciferin 4-monooxygenase (Photinus pyralis), P08659; purified FLuc, Km substrates, luminescence inhibition; Potency, µM (highest dose often 57.5 µM), for inactives: at the highest dose activity change, negative = inhibition, most hits filed as inhibitors; actives 6.9% (n = 360,000);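 further: potency means the concentration at half of the fitted maximal effect; plate controls were vehicle for no effect and reference inhibitor for full effect; nearly all actives have a fitted effect of over 55% in size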
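Purified P. pyralis luciferase, 10 nM final, with Km-level 10 uM D-luciferin and 10 uM ATP in 50 mM Tris acetate pH 7.5, 10 mM Mg acetate, 0.01% Tween-20, 0.05% BSA; 6-point qHTS titration about 60 µM downward; luminescence read.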
Rab9 promoter act: qHTS Assay for Rab9 Promoter Activators. Huh7 Rab9 promoter-luciferase reporter, luminescence, 24 h. Potency, µM (highest dose often 9.22 µM), without a hit: at the highest dose activation, negative = inhibition, usual class: activators. actives 2.8% (n = 320,000). AID 485297, 2010; further: potency means the concentration at half of the fitted maximal effect; % of control where 0% means no effect; nearly all actives have a fitted effect of over 60% in size
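Cells were plated at 1500 per well in reduced-serum medium with 10% FBS and left 2 h. Compound in DMSO was then added for 24 h at 37 °C. Reporter signal was read by luminescence after 10 min with luciferase detection reagent.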
RORgamma inh: qHTS for inhibitors of ROR gamma transcriptional activity; Potency, µM (doses to about 53.6 µM), for the others: at the top dose activity change, negative = inhibition, usual class: inhibitors; Drosophila S2 Gal4-RORgamma UAS-luciferase reporter, 20 h; actives 5.4% (n = 310,000); further: potency means the concentration at half of the fitted maximal effect; on the % scale 0 is the no-effect control and ±100 the full control effect; nearly all actives have a fitted effect of over 60% in size
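ROR gamma transcriptional activity was tracked as Gal4-UAS luciferase output in stably transfected Drosophila Schneider cells, with compound added 1 hr before 700 uM copper sulfate induction and a 20 hr ambient-temperature incubation.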
Gal4-VP16 FLuc: VP16 counterscreen qHTS for inhibitors of ROR gamma transcriptional activity. Drosophila S2 Gal4-VP16 UAS-luciferase, luminescence, 20 h. Potency, µM (series often up to 53.6 µM), for the others: at the top dose activity, negative = inhibition, actives largely listed as inhibitors. actives 3.5% (n = 310,000);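 further: Gal4-VP16 expression switched on by copper sulfate through the metallothionein promoter; potency means the concentration at half of the fitted maximal effect; on the % scale 0 is the no-effect control and ±100 the full control effect; nearly all actives have a fitted effect of over 50% in size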
TRPV1 agonist: HTS Assay for Compounds that Act as Agonists of the Vanilloid Receptor 1. Transient receptor potential cation channel subfamily V member 1 (Homo sapiens), Q8NER1. TRPV1-expressing cells, Fluo-8 calcium influx, agonist mode. activation, % at 8.33 µM. actives 0.19% (n = 320,000); in the data active means activation above about 80%; inconclusive means between about 30% and that limit; further: 0% is about no effect
Target sequence (Q8NER1 whole entry, looked up): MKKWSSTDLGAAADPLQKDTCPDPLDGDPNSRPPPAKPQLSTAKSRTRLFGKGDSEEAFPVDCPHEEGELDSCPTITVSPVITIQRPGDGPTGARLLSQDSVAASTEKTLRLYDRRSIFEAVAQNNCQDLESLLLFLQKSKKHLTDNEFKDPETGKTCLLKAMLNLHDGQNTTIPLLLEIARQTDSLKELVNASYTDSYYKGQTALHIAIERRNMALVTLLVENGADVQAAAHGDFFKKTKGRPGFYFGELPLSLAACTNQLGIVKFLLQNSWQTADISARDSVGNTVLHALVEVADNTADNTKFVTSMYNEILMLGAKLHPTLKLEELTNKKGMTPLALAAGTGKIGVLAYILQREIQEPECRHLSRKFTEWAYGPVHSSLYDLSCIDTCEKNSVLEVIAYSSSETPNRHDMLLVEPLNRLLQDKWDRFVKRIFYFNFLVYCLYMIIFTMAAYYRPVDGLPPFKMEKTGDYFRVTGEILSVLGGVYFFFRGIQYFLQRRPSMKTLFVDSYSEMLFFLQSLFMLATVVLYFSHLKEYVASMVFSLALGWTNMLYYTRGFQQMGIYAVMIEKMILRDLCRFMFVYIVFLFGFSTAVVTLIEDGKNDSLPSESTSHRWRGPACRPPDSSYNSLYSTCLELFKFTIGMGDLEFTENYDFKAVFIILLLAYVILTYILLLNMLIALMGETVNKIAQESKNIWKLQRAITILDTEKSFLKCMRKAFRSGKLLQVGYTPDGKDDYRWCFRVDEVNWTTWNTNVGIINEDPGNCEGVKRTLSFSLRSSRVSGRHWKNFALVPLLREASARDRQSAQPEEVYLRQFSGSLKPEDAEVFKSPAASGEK
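Fluo-8 calcium influx in TRPV1-expressing cells, kinetic read (ex 480/em 520 nm). Compound added and read 3 min for agonist activity, followed by capsaicin at EC20 final and 2 min further read for enhancement.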
NPC1 prom act: qHTS Assay for NPC1 Promoter Activators; Huh7 NPC1 promoter luciferase reporter, 24 h; Potency, µM (series often up to 9.22 µM), for the others: at the highest dose activation, actives largely listed as activators; actives 2.4% (n = 320,000); AID 485313, 2010;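 further: potency means the concentration at half of the fitted maximal effect; % of control where 0% means no effect; nearly all actives have a fitted effect of over 60% in size; reporter is driven by a mutant NPC1 promoter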
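Luminescence from an NPC1 promoter-driven luciferase reporter in stably transfected Huh7 cells was measured after 24 h compound treatment at 37 °C, followed by 10 min ambient incubation with luciferase detection reagent.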
p53 reactivator: qHTS assay for re-activators of p53 using a Luc reporter | actives 0.063% (n = 320,000) | Potency, µM (highest dose often 92.2 µM), inactives show at the top dose activity change, positive = activation, actives largely listed as activators | H1299 p53-A138V BP100-luciferase reporter, luminescence, 24 h; further: potency means the concentration at half of the fitted maximal effect; % of control where 0% means no effect; nearly all actives have a fitted effect of over 45% in size
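H1299 (p53-null), stable ts p53-A138V + BP100-Luc; 1000 cells/well, Opti-MEM/10% FBS; cpd 4 pt, 1:5; 24 h, 37 deg C, 5% CO2; detection reagent 10 min RT; luminescence.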
BRCA1 expr act: qHTS Assay to Identify Small Molecule Activators of BRCA1 Expression; AID 624202, 2012; actives 1.1% (n = 380,000); Potency, µM (doses to about 46.1 µM), for the others: at the top dose activation, most hits filed as activators; MCF7-BRCA1-FFLuc reporter, luminescence, 48 h; response scale: scaled: vehicle 0%, 10 µM genistein 100%; further: potency means the concentration at half of the fitted maximal effect; nearly all actives have a fitted effect of over 80% in size; some results filed as inactive show a strong effect at the top dose
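Using MCF7 cells harboring a BRCA1 firefly luciferase reporter, plated 2 h before compound pinning, the screen measured luminescence after 48 h incubation. Responses were normalized to DMSO and 10 microM genistein, then fitted for concentration-effect.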
ELG1 repair inh: qHTS screen for small molecules that inhibit ELG1-dependent DNA repair in human embryonic kidney (HEK293T) cells expressing luciferase-tagged ELG1; HEK293T ELG1-luciferase reporter, luminescence, 16 h; DNA damage induced by 5-fluorouridine; Potency, µM (titrated, usually from 46.1 µM), without a hit: at the top dose activity change, negative = inhibition, most hits filed as inhibitors; actives 2.3% (n = 330,000); AID 504467, 2011; further: potency means the concentration at half of the fitted maximal effect; on the % scale 0 is the no-effect control and ±100 the full control effect; nearly all actives have a fitted effect of over 55% in size
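Luminescence from the luciferase reporter, measured 30 min after ONE-Glo reagent at room temperature, was the read-out. Beforehand, 2,000 cells per well were exposed for 16 hr at 37 °C to 5-fluorouridine together with compound or vehicle.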
Tb PFK inh: qHTS Assay to Find Inhibitors of T. brucei phosphofructokinase | Potency, µM (titrated, usually from 57.5 µM), for the others: at the top dose activity, negative = inhibition, actives largely listed as inhibitors | actives 0.17% (n = 330,000) | ATP-dependent 6-phosphofructokinase (Trypanosoma brucei brucei), O15648 | T. brucei PFK, ADP-Glo luminescence;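 further: potency means the concentration at half of the fitted maximal effect; 0% = uninhibited 1x PFK enzyme wells and -100% = no-enzyme wells; nearly all actives have a fitted effect of over 60% in size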
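Luminescent ADP detection (ADP-Glo, two-step: ATP depletion then ADP-to-ATP conversion for luciferase) reported PFK activity after 45 min room-temperature reaction of 1.25 nM enzyme with 0.5 mM F6P and 0.1 mM ATP at pH 8.0.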
ELG1 genotox: qHTS screen for small molecules that induce genotoxicity in human embryonic kidney (HEK293T) cells expressing luciferase-tagged ELG1 | AID 504466, 2011 | HEK293T ELG1-luciferase reporter, luminescence, 16 h | actives 1.3% (n = 330,000) | Potency, µM (doses to about 46 µM), inactives show top-dose activity change, positive = activation, hits mostly activators; further: potency means the concentration at half of the fitted maximal effect; % of control where 0% means no effect; nearly all actives have a fitted effect of over 60% in size
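Step 1: seed 2,000 HEK293T ELG1-luciferase cells per well. Step 2: add compound or DMSO, incubate 16 hr at 37 °C. Step 3: ONE-Glo, 30 min at room temperature, read luminescence.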
Numbers without * were called inactive; ? = inconclusive; nt = no result given; [ ] = dose if it differs, or a comment. Unless noted, the call rests on the fitted dose curve; in most records, active means well fitted curve in the direction sought with a large enough effect; inconclusive means small, poorly fitted or top-dose-only effect, or another doubt; inactive means no such curve, though single readings can be large; an effect the other way counts as inactive or inconclusive.

SMILES | FLuc counter | Rab9 promoter act | RORgamma inh | Gal4-VP16 FLuc | TRPV1 agonist | NPC1 prom act | p53 reactivator | BRCA1 expr act | ELG1 repair inh | Tb PFK inh | ELG1 genotox
CCOC(=O)c1sc(Nc2ccccc2)nc1C | 15µM* | 4µM* | 25% | 7% | ? | 4µM* | 7% | 63% | ? | 0% | 16µM*
COc1ccc2ccc(=O)oc2c1CC(=O)C(C)C | nt | nt | nt | nt | nt | nt | -9% | -25% | 16% | -12% | 1%
O=C(Nc1ccc(S(=O)(=O)NCC2CCCO2)cc1)c1cccc(F)c1 (centres undefined) | 2% | -4% | ? | ? | 0 | 0% | 0% | -14% | ? | 1% | -17%
O=C(CC(c1ccccc1)c1ccccc1O)NCCc1ccccc1 (centres undefined) | -2% | -3% | 18% | -4% | 5 | -4% | -5% | -11% | -12% | -4% | -11%
CC(=O)NNC(=O)c1cc2sccc2s1 | -2% | 0% | -12% | -10% | -4 | 1% | 2% | -2% | ? | -7% | 3%
O=C(Nc1ccccc1F)Nc1ccccc1OC(F)F | ? | -3% | 1% | 6% | 2 | -5% | 2% | -2% | -8% | -2% | 0%
CN1/C(=C\C(=S)NC(=O)c2ccccc2Cl)C(C)(C)c2ccccc21 | -7% | -7% | 7.9µM* | 20µM* | ? | -2% | 0% | -60% | 3% | 0% | 3%
COc1ccc(Cl)cc1NC(=O)COC(=O)C1CCCCC1 | 15µM* | 0% | nt | nt | 10 | -3% | 3% | -17% | -7% | 0% | 1%
COc1ccc(N2C(=O)C(Cl)=C(N3CCCC3)C2=O)cc1 | -12% | -4% | 32% | 12% | 3 | -1% | 13% | 4% | 14% | 4% | 0%
CCOc1ccc(OC(=O)c2cccnc2)cc1 | ? | -6% | -14% | 3% | 4 | 23% | -12% | -27% | 1% | -4% | 0%
O=[N+]([O-])c1ccc2nnn(O)c2c1 | 1% | 0% | 2% | -12% | 2 | 0% | -1% | -20% | -1% | 1% | -1%
COc1ccccc1C(=O)NCCSCc1ccccc1Cl | ? | 0% | 33% | -10% | 24 | 4% | -12% | 40% | 15% | -1% | 5%
CC(C)Cc1cc(CNC(=O)C2CCC(=O)N(Cc3cccc(C(F)(F)F)c3)C2)on1 (centres undefined) | -1% | 0%[1.84 µM] | -5% | 21% | 8 | 0% | -12% | -15% | 7% | 1% | 2%
COc1ccc(CN(C(=O)c2cccc(OC)c2)C2CCS(=O)(=O)C2)cc1 (centres undefined) | -2% | -2% | 3% | -6% | -6 | -4% | -2% | -5% | 21% | -4% | 1%
O=S(=O)(c1ccc(F)cc1)N1CCn2c(nc3ccccc32)C1 | 0% | 4% | 15% | 11% | ? | -2% | -2% | -7% | -8% | 1% | -2%
COc1ccc(-c2cc(C)nc(SCc3cccc(C(=O)O)c3)n2)cc1 | ? | -4% | 9% | -12% | -2 | -1% | -1% | 19% | 20% | 0% | 6%
O=C(CNC(=O)N1CC(=O)Nc2ccccc21)Nc1ccccc1 | 4% | -1% | 12% | -1% | -1 | -3% | 9% | -17% | 2% | -2% | 8%
O=S(=O)(Cc1noc(-c2ccc(Cl)cc2)n1)Cc1ccco1 | ? | 26% | -61% | ? | -5 | 21% | 1% | 7.9µM* | ? | -7% | 8%
Cc1noc(C)c1S(=O)(=O)N1CCC(C(=O)N2CCN(c3ccccc3Cl)CC2)CC1 | 2% | -7% | 1% | -8% | -4 | -4% | 0% | 0% | ? | -3% | -17%
CCN(CC(=O)Nc1ccc(C(C)=O)cc1)CC(=O)Nc1ccccc1C(F)(F)F | -2% | -7% | 17% | -16% | 9 | -3% | 0% | -7% | -13% | -2% | 0%
CC(C)NC(=O)c1cc2ccccc2o1 | -8% | 0% | -4% | 4% | -2 | -2% | 14% | 8% | 4% | 1% | -2%
O=C(COC(=O)c1cc([N+](=O)[O-])ccc1N1CCOCC1)c1ccc(F)cc1 | -9% | 0% | nt | nt | 3 | -3% | -5% | -8% | -10% | -2% | 2%
Cc1cc(Nc2cccc(C)c2C)n2nc(C)nc2n1 | 0% | -5% | 24% | -8% | 1 | -1% | -1% | 8% | 29% | 0% | -1%
O=c1c2ccccc2nc(SCc2nnc(-c3ccccc3Br)o2)n1Cc1ccco1 | 4% | 4% | -10% | 1% | -2 | -2% | -7% | -18% | -31% | 2% | -3%
CCOc1cc(C)nc(Oc2ccc(=O)[nH]n2)n1 | -1% | -4% | -5% | -4% | 1 | 2% | 0% | 5% | 3% | 6% | -1%

Part of the list above, set out differently.
canonical_smiles,FLuc counter,Rab9 promoter act,RORgamma inh,Gal4-VP16 FLuc,TRPV1 agonist,NPC1 prom act,p53 reactivator,BRCA1 expr act,ELG1 repair inh,Tb PFK inh,ELG1 genotox
COc1ccc(-c2cc(C)nc(SCc3cccc(C(=O)O)c3)n2)cc1,?,-4%,9%,-12%,-2,-1%,-1%,19%,20%,0%,6%
O=C(CNC(=O)N1CC(=O)Nc2ccccc21)Nc1ccccc1,4%,-1%,12%,-1%,-1,-3%,9%,-17%,2%,-2%,8%
O=S(=O)(Cc1noc(-c2ccc(Cl)cc2)n1)Cc1ccco1,?,26%,-61%,?,-5,21%,1%,7.9µM*,?,-7%,8%
Cc1noc(C)c1S(=O)(=O)N1CCC(C(=O)N2CCN(c3ccccc3Cl)CC2)CC1,2%,-7%,1%,-8%,-4,-4%,0%,0%,?,-3%,-17%
CCN(CC(=O)Nc1ccc(C(C)=O)cc1)CC(=O)Nc1ccccc1C(F)(F)F,-2%,-7%,17%,-16%,9,-3%,0%,-7%,-13%,-2%,0%

Additional records
SMILES | FLuc counter | Rab9 promoter act | RORgamma inh | Gal4-VP16 FLuc | TRPV1 agonist | NPC1 prom act | p53 reactivator | BRCA1 expr act | ELG1 repair inh | Tb PFK inh | ELG1 genotox
CCCC(NCC(O)COc1ccc(-c2ccccc2)cc1)c1ccccc1 (centres undefined) | -3% | -5% | ? | ? | 6 | -9% | -3% | -88%[inhibitor] | ? | -6% | -6%
O=C(COC(=O)[C@H](Cc1ccccc1)N1C(=O)c2ccccc2C1=O)Nc1ccc2c(c1)OCO2 | 5% | -3% | 0% | ? | 9 | 0% | 0% | -6% | -5% | 5% | 3%
CC(NC(=O)Nc1ccccc1)C(c1cccs1)N1CCN(c2ccccc2)CC1 (centres undefined) | -2% | 0% | -10% | -6% | 26 | -7% | 0% | 5% | -2% | 0% | -2%
COc1ccc(N2CCN(Cc3cc(OC)c(O)c([N+](=O)[O-])c3)CC2)cc1 | 5% | -4% | 0% | -2% | -4 | 0% | -15% | -16% | 1% | 0% | 1%
CCOc1ccc(S(=O)(=O)N2CCCC(C(=O)NCC3CCCO3)C2)cc1Cl (centres undefined) | 1% | -2% | nt | nt | -1 | -2% | -13% | -18% | -11% | 15% | -5%
COc1cccc(S(=O)(=O)Nc2ccc3c(c2)OCCO3)c1 | ? | 0% | ? | -3% | -2 | -3% | 24% | -16% | 27% | -2% | 1%
CSc1nc(-c2ccccc2)nn1C(=O)c1ccco1 | 5% | 10% | -5% | 2% | 3 | 1% | 16% | 4% | ? | 1% | 3%
Cc1ccc(Cn2c(/C=C/c3ccco3)nc3ccccc32)cc1 | 11µM* | ? | 11µM* | ? | 28 | ? | ? | -49% | ? | ? | ?
O=C(NCCSCc1ccco1)c1ccc(CN2CCOCC2)cc1 | ? | 21% | ? | 5% | 13 | 19% | ? | 84% | ? | -1% | 29%
Cc1cc(C)cc(NC(=S)/C(=C(\[O-])c2ccc(Cl)cc2Cl)[n+]2ccccc2)c1 | 1% | -3% | 2% | 9% | 0 | -2% | -1% | -10% | -14% | -5% | -8%
CCOC(=O)C1C(=O)NC(c2ccccc2)=NC1c1ccc(OC)cc1 (centres undefined) | 0% | -1% | 34% | -9% | 3 | 1% | -3% | 5% | 13% | 1% | -8%

Compound activity: PubChem, National Center for Advancing Translational Sciences (NCATS)
